Screening data: PubChem, National Center for Advancing Translational Sciences (NCATS)
aSyn yeast rescue: inhibitors of alpha-synuclein toxicity in yeast; actives 0.02% (n = 94,000); Potency, µM (series often up to 46.1 µM), for the others: at the top dose growth rescue (activation), most hits filed as activators; S. cerevisiae alpha-synuclein toxicity rescue, BacTiter-Glo growth, 24 h; active means well fitted activation curve with a large enough effect; further: 0% is about no effect
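Growth restoration measured by BacTiter-Glo luminescence after 24 hr at 30 deg C; alpha-synuclein yeast, raffinose-pregrown to mid-log, were added at OD600=0.02 in galactose medium onto pinned compounds.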
Numbers without * were called inactive; & = joins results of further samples; [ ] = dose if it differs, or a comment. Potency means the concentration at half of the fitted maximal effect.

SMILES	aSyn yeast rescue
COc1ccc(CCNC(=O)c2c(C)nn(-c3ccc(F)cc3)c2-n2cccc2)cc1OC	2%
CCCc1cc(=O)n2[nH]c(NCc3ccccc3OC)nc2n1	-8%
O=C(NCC1CCCCC1)c1ccc(=O)[nH]c1	2%
CCCn1c(O)c(N=NC(=O)c2cccnc2)c2cc(Br)ccc21	2%
Cc1ccc(OCC(=O)Nc2ccc(N3CCN(S(C)(=O)=O)CC3)cc2)cc1	-7%
CCOc1ccc(N2CC(NC(=O)/C=C\c3ccc4c(c3)OCO4)CC2=O)cc1 (stereo not given)	7%
CCc1ccc(N(CC(=O)NC2CCCC2)C(=O)CCC(=O)Nc2ccccn2)cc1	-10%
CCc1ccc(S(=O)(=O)c2nnn3c2nc(N2CCOCC2)c2sccc23)cc1	6%
COc1ccc(NC(=O)c2sc3nc(N4CCOCC4)c4c(c3c2N)CCCC4)cc1	3%
C#CCN(C[C@@H]1[C@@H](OC(=O)NCc2ccco2)[C@@H](OC(=O)NCc2ccco2)Cn2c(=O)n(CCCCCC)c(=O)n21)S(=O)(=O)c1ccc(C)cc1	4%
Cc1ccc(-n2nc3c(=O)n(CCCC(=O)NCCc4ccccc4)nc(C)c3c2C)cc1	24%
Cc1c(C)c2ccc(O[C@@H]3O[C@H](CO)[C@H](O)[C@H](O)[C@H]3O)c(C)c2oc1=O	4%

A few values from the results shown:
Reading of Cc1ccc(-n2nc3c(=O)n(CCCC(=O)NCCc4ccccc4)nc(C)c3c2C)cc1 under aSyn yeast rescue: 24%
Reading of Cc1ccc(OCC(=O)Nc2ccc(N3CCN(S(C)(=O)=O)CC3)cc2)cc1 under aSyn yeast rescue: -7%
Reading of Cc1c(C)c2ccc(O[C@@H]3O[C@H](CO)[C@H](O)[C@H](O)[C@H]3O)c(C)c2oc1=O under aSyn yeast rescue: 4%
Reading of CCc1ccc(N(CC(=O)NC2CCCC2)C(=O)CCC(=O)Nc2ccccn2)cc1 under aSyn yeast rescue: -10%
Reading of CCc1ccc(S(=O)(=O)c2nnn3c2nc(N2CCOCC2)c2sccc23)cc1 under aSyn yeast rescue: 6%

Going on with the list.
SMILES	aSyn yeast rescue
CC(C)(C)c1ccc(OCCC(=O)Nc2cccc(S(=O)(=O)NC3=NCCCCC3)c2)cc1	10%
Cc1cc2[nH]c(=O)c(=O)[nH]c2cc1S(=O)(=O)N1CCN(c2ccccc2F)CC1	2%
CCCCN(C(=O)c1cc(Cl)nc2ccccc12)c1c(N)n(CCCC)c(=O)[nH]c1=O	2%
COc1ccccc1N1CCN(C(=O)c2cc3c(=O)oc4ccc(C)cc4c3s2)CC1	1%
CCCCCCN1C[C@H](n2cc(-c3ccc(F)cc3)nn2)[C@@H](O)C[C@@H]1c1ccc(Cl)cc1	-46%[inhibitor]
COc1ccc(CCn2c(-c3ccc(F)cc3)nc3c(c(=O)c4ccccc4n3C)c2=O)cc1OC	11%
COC(=O)/C(=C\C=C\c1ccccc1)NC(=O)c1ccccc1	-4%
COc1ccc(OCC(=O)Nc2ccc(S(=O)(=O)N3CCCCC3)cc2)cc1	8%
CCc1nn(CC(=O)Nc2c(C)cccc2C)c(=O)c2cc3sccc3n12	0%
COc1cccc(CNC(=O)CSc2ncc(S(=O)(=O)c3ccc(Br)cc3)c(=O)[nH]2)c1	5%
Cc1cc(C)c2oc(C(=O)N(Cc3ccccc3)c3ccccn3)cc(=O)c2c1	2%
CCOC(=O)c1cccc(NC(=S)N2CCN(c3ncc4c(=O)c(C(=O)O)cn(CC)c4n3)CC2)c1	-11%

Laid out differently: results already given.
CCc1nn(CC(=O)Nc2c(C)cccc2C)c(=O)c2cc3sccc3n12
  aSyn yeast rescue: 0%

COc1ccc(CCn2c(-c3ccc(F)cc3)nc3c(c(=O)c4ccccc4n3C)c2=O)cc1OC
  aSyn yeast rescue: 11%

CCCCN(C(=O)c1cc(Cl)nc2ccccc12)c1c(N)n(CCCC)c(=O)[nH]c1=O
  aSyn yeast rescue: 2%

COC(=O)/C(=C\C=C\c1ccccc1)NC(=O)c1ccccc1
  aSyn yeast rescue: -4%

Remaining list, next part
SMILES	aSyn yeast rescue
COc1ccc(NC(=O)C(c2ccc(C)cc2)N(C)C(=O)Cc2cccs2)cc1 (stereo not given)	4%
CCc1ccc(NC(=O)CSc2nnc(Cc3cccn3C)n2-c2ccc(F)cc2)cc1	11%
O=C(Cn1ccc2cc(S(=O)(=O)N3CCCCCC3)ccc21)NCCc1ccc(Cl)cc1	-6%
NC(=O)c1cccnc1Oc1ccc(Cl)cc1Cl	-2%
CCOC(=O)N1CCN(C(=O)Cn2c(C)cc3ccccc3c2=O)CC1	5%
CCCOc1ccc(CN2C(=O)C(=O)c3cccc(C)c32)cc1	-69%[inhibitor]
O=C(OCCN=C1NS(=O)(=O)c2ccccc21)c1cccc([N+](=O)[O-])c1	7%
Cc1ccccc1NC(=O)Cn1c(=O)n(CC2CCC(C(=O)NCCc3ccccc3)CC2)c(=O)c2ccccc21 (stereo not given)	5%
COc1cccc(CNC(=O)Cn2cc3c(n2)-c2c(oc(C(=O)N4CCCC4)c2C)CC3)c1OC	7%
CCOc1ccc(NC(=O)c2ccc3nc(C(C)C)oc3c2)cc1	2%
CN1CC(=O)Nc2cc(C(=O)O)ccc21	0%
C=CCN1C(=O)/C(=C/c2ccc(OC)cc2)S/C1=N/c1nccs1	-3%
CC(=O)c1c(C)[nH]c(C(=O)Nc2ccccc2Cl)c1C	-10%
COc1cc2nc(N(CCCN(C)C)C(=O)c3ccc(C(=O)c4ccccc4)cc3)sc2cc1OC	2%
COc1ccc(S(=O)(=O)N2CCCCC2)cc1C(=O)NC1CCS(=O)(=O)C1 (stereo not given)	3%&-10%
COc1cc(-c2nc3sccn3c2Nc2cccc(C)c2)ccc1O	-10%
CC(=O)NCCNC(=O)CCCc1nnc2n(CC(C)C)c(=O)c3sccc3n12	-9%
CCCSc1nnc(Cn2c(=O)sc3ccccc32)n1C	1%
O=C(NCc1cccs1)c1cc(-c2ccc(O)cc2)on1	1%
Cc1cc(C)c(S(=O)(=O)Nc2ccc3c(c2)CCC3)c(C)c1	23%
CCCC(=O)N(Cc1cc(=O)[nH]c2ccccc12)c1ccccc1OC	4%
CCc1nonc1NC(=O)c1oc2ccc(F)cc2c1C	7%
CCOc1ccc(OCC)c(NC(=O)c2cnn(-c3ccc(F)cc3)c2-n2cccc2)c1	4%
COc1ccc(N(C)S(=O)(=O)c2cccc(C(=O)OCC(=O)NCc3ccccc3OC)c2)cc1	1%

4 compounds drawn at random from the list so far, as already listed:
SMILES	aSyn yeast rescue
Cc1cc(C)c(S(=O)(=O)Nc2ccc3c(c2)CCC3)c(C)c1	23%
O=C(NCc1cccs1)c1cc(-c2ccc(O)cc2)on1	1%
CC(=O)NCCNC(=O)CCCc1nnc2n(CC(C)C)c(=O)c3sccc3n12	-9%
CCCC(=O)N(Cc1cc(=O)[nH]c2ccccc12)c1ccccc1OC	4%

The listing continues:
SMILES	aSyn yeast rescue
CC(C)c1ccc(NC(=O)CSC2=Nc3ccccc3C3=NC(CCC(=O)NCc4ccco4)C(=O)N23)cc1 (stereo not given)	4%
CCN(CCCn1c(=S)[nH]c2ccc(N3CCOCC3)cc2c1=O)c1ccccc1	1%
COc1ccc(C(=O)CSc2nnc(CN3CCCCC3)n2-c2ccc(F)cc2)cc1OC	10%
COc1cc(C(=O)OCCCN2CCOCC2)ccc1O	-3%
COC(=O)c1cc(S(=O)(=O)NCC(C)c2ccccc2)c[nH]1 (stereo not given)	1%
Cc1ccc(/C=C2\SC(=S)N(CCC(=O)NNS(=O)(=O)c3ccccc3)C2=O)cc1	-7%
CCOC(=O)CSc1nc2ccc(NC(=O)c3ccc(C)cc3)cc2s1	-5%
Cc1ccn2c(=O)nc(SCC(=O)Nc3cccc4ccccc34)nc2c1	-40%[inhibitor]
CCN(CC)CCNc1ncnc2c1sc1nc(N3CCOCC3)c3c(c12)CCCC3	-1%
Cc1nc2ccccc2c2oc(C(=O)NCCCN3CCCC3=O)cc12	-7%
Cc1cc2ccccc2c(=O)n1CC(=O)Nc1ccc2c(c1)OCCO2	2%
COc1ccc(NC(=O)Cn2c(=O)c3ccccc3n3nncc23)cc1Cl	-4%
CCN(C(=O)COC(=O)c1cccc(S(=O)(=O)N2CCOCC2)c1)C1CCS(=O)(=O)C1 (stereo not given)	-1%
COc1ccc(S(=O)(=O)NCCc2csc3nc(-c4ccc(Cl)cc4)nn23)cc1C	4%
COc1cc(-c2noc(-c3ccc(NCc4ccco4)c([N+](=O)[O-])c3)n2)cc(OC)c1OC	-6%
Cc1ccccc1OCCCCn1c(-c2ccc(Cl)cc2)nc2ccccc2c1=O	-4%
COc1cc(NC(=O)C2CC(c3ccc(Cl)cc3)=NO2)cc(OC)c1OC (stereo not given)	0%
CC(C)(CN1CCN(Cc2ccccc2)CC1)NS(=O)(=O)c1ccc(Cl)cc1	1%
COc1ccc(CNC(=O)C2CCC(CNS(=O)(=O)c3cccs3)CC2)cc1 (stereo not given)	5%
COCCn1c(=O)[nH]c2cc(C(=O)Nc3ccc(OC)cc3)ccc2c1=O	-10%
CN(CC(CC(=O)Nc1nncs1)c1ccccc1)S(=O)(=O)c1ccccc1 (stereo not given)	2%
CC(C)(C)NC(=O)CN(C(=O)CNC(=O)c1cccs1)c1ccccc1F	-6%
COc1ccccc1N(CC(=O)Nc1ccc(C)c(Cl)c1)S(=O)(=O)c1ccc(C)cc1	3%
Cc1cc(NC(=O)CSCC(=O)OC(C)C(=O)N(C)Cc2ccccc2)no1 (stereo not given)	0%
O=C(CCCN1C(=O)/C(=C/c2ccco2)SC1=S)Nc1cccc(C(=O)O)c1	5%
Cc1ccc2c(c1)N(CC(=O)NCCCN1CCCCC1C)C(=O)c1cccnc1O2 (stereo not given)	-2%
COc1ccc(C(=O)NCCn2cc(SCC(=O)Nc3ccccc3)c3ccccc32)cc1OC	1%
COc1ccc(NC(=S)N2CCN(C(=O)c3ccccc3)CC2)cc1	-7%
Cc1ccc(C)c(NC(=O)CN(C)S(=O)(=O)c2cccc3cccnc23)c1	3%&9%
COc1ccc(Br)cc1CNC(=O)c1cnc2sc(N3CCCC3)nn2c1=O	5%
Cc1ccc(CNC(=O)c2c[nH]n3c(=O)c(Cc4ccc(Cl)cc4)c(C)nc23)cc1	-6%
CCOC(=O)c1ccccc1-c1csc(N)n1	3%
Cc1cccc(-n2c(SCC(=O)c3ccccc3)nnc2-c2ccc(Br)cc2)c1	16%
CN1C(C(=O)Nc2cccc(O)c2)=CC(c2cccs2)=NS1(=O)=O	-5%&4%
Cc1ccc(NC(=O)CSc2nc3ccccc3nc2N2CCOCC2)c(C)c1	2%
CCOc1ccc2c(c1)c(=O)c(S(=O)(=O)c1ccccc1)cn2CC(=O)Nc1ccccc1OC	-1%
CC(C)C(=O)Nc1nnc2n1CCS2	-5%
COc1ccc2c(Cl)cc(NC(=O)Nc3c(C)cccc3C)nc2c1	-10%
CC1CCN(S(=O)(=O)c2ccc3nc(N4CCN(c5ccccc5)CC4)ccc3c2)CC1	4%
Cc1ccc(CNC(=O)c2cc(-c3ccc(Cl)cc3)on2)cc1	-7%
Clc1ccc2nc(-c3ccccc3)nc(C(Cl)Cl)c2c1	-12%
COC(=O)CNC(c1ccccc1)c1cc(Br)ccc1NC(C)=O (stereo not given)	12%
O=C1CCC(C(=O)N2CCN(c3ccccc3)CC2)CN1Cc1ccc(Cl)cc1 (stereo not given)	5%
COc1ccc(C(CC(=O)c2ccc(C)cc2)Sc2ccccc2N)cc1 (stereo not given)	4%
CCOCCCNC(=O)CN1C(=O)c2c(c3ccccc3n2C)C1c1ccc(OC)cc1 (stereo not given)	4%
Cc1[nH]c2ccc(F)cc2c1CCN1C(=O)OC(C)(C)C1(C)O (stereo not given)	12%
O=C(c1cnn(-c2cccc(F)c2)c1-n1cccc1)N1CCN(c2ccccc2F)CC1	3%
CC(OC(=O)[C@@H](NS(=O)(=O)c1ccccc1)C(C)C)C(=O)c1c(N)n(C)c(=O)n(C)c1=O (stereo not given in full)	-5%
CCS(=O)(=O)Nc1cccc(-c2nc3cccnc3s2)c1C	1%
COC(=O)c1ccc([C@@H]2Nc3c(OC)ccc(C)c3[C@@H]3C=CC[C@@H]32)cc1	-4%
CCOC(=O)C1CCCN(C(=O)c2ccc3c(c2)sc2nc(-c4ccc(C)cc4C)cn23)C1 (stereo not given)	-24%
CCn1c(C(=O)NCc2ccccc2Br)cc2oc3ccccc3c21	2%
CCCn1nc(C(=O)NC2CCCc3ccccc32)c2ccccc2c1=O (stereo not given)	12%
CN(C(=O)c1cccc(C(F)(F)F)c1)C1CCCc2ccccc21 (stereo not given)	15%
Cc1nn(-c2ccccc2)c(OC(=O)C(C)C)c1Sc1ccc(Cl)cc1	-73%[inhibitor]
CCN(Cc1nc(-c2ccc(OC)c(OC)c2)no1)C(=O)c1ccoc1C	3%
COC(=O)c1c(NC(=O)CN2CCN(c3cccc(Cl)c3)CC2)sc(C)c1C	6%
COc1ccc(C2CC(=O)Nc3c2c(=O)n(C)c2nc4ccccc4n32)cc1 (stereo not given)	2%
C[C@@H]1CN([C@H](C)CO)C(=O)CCCn2cc(nn2)CO[C@H]1CN(C)C(=O)Nc1ccnc(N2CCOCC2)c1	-8%
CS(=O)(=O)NCC(c1ccco1)N1CCN(c2ccccc2)CC1 (stereo not given)	-6%

Following part.
SMILES	aSyn yeast rescue
Cc1nn(-c2ccccc2)c(OC(=O)c2ccccc2Br)c1S(=O)(=O)c1ccccc1	5%
O=C(/C=C/c1cccc(F)c1)N1CCN(c2ccccn2)CC1	6%
Cc1ccc(Cl)cc1NS(=O)(=O)c1ccc2oc(=O)c3ncn(C)c3c2c1	-11%
COc1ccc2nc(NC(=O)c3cc(=O)c4ccccc4o3)sc2c1	-6%
C/C(=N\NC(=O)c1ccc(NS(=O)(=O)c2cccs2)cc1)c1ccc2c(c1)OCO2	-6%
CC(=O)Nc1ccc(NC(=O)CSc2ccc([N+](=O)[O-])cn2)cc1	-7%
COc1ccccc1OCC(=O)NNC(=O)Nc1ccccc1	1%
C/C(CC(=O)Nc1c(C)cc(C)cc1C)=N\NC(=O)Cc1ccccc1	-12%
O=C(CN1CCN(CC(=O)Nc2ccccc2F)CC1)Nc1ccc(Cl)c(C(F)(F)F)c1	-7%

A portion of the library; count on the stated rates, not on these rows.
